IL-2 act: qHTS of IL-2 Activators; activation, % (series mostly up to about 46 µM); AID 652025, 2013; IL-2 activation reporter assay, cell-based qHTS; stimulated with anti-CD3/CD4/CD28 beads; in transgenic mouse T cells; 360,000 tested, 0.065% active; in the data active = activation above about 50%; inconclusive = mostly about 30% to 49%; also: 0% is about no effect
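Readout: EGFP and DsRed signals by fluorescent plate cytometry. Unstimulated transgenic mouse T cells received compound 60 min before antibody-bead stimulation, then incubated 18 h at 37 degrees C.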
FUS suppressor: qHTS for Suppressors of FUS Proteinopathy: Primary screen using FUS-linked yeast assay; S. cerevisiae FUS-expressing, growth rescue, OD600, 24 h; Potency, µM (doses to about 76.6 µM), inactives show at the top dose growth rescue (activation), actives largely listed as activators; 390,000 tested, 0.24% active; AID 1347120, 2019;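 also: potency is read from the fitted curve at half-maximal effect; plate controls were DMSO vehicle for no effect and reference control for full effect; nearly all actives have a fitted effect of over 55% in size; some results filed as inactive show a strong effect at the top dose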
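Toxicity suppression screen in FUS-yeast. Cells induced with 2% galactose, starting OD 0.005, treated 24hr at 30C with compounds at multiple final concentrations; growth by OD600.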
EPAC1 antagonist: qHTS for Antagonist of cAMP-regulated guanine nucleotide exchange factor 3 (EPAC1): primary screen; 360,000 tested, 0.14% active; Rap guanine nucleotide exchange factor 3 (Homo sapiens), O95398; EPAC1 GEF assay, Rap1b-BODIPY-GDP exchange fluorescence; Potency, µM (highest dose often 115 µM), inactives show at the highest dose activity change, negative = inhibition, actives largely listed as inhibitors; AID 720709, 2013;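 also: potency is read from the fitted curve at half-maximal effect; plate controls were vehicle for no effect and positive control for full effect; nearly all actives have a fitted effect of over 50% in size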
Abeta rescue: qHTS for compounds that reverse cellular toxicity of Amyloid beta (A-beta) peptide in yeast: Primary Screen. yeast expressing A-beta42, growth rescue, OD600, 48 h; response scale: 0% DMSO, 100% iron-clioquinol control. Potency, µM (top dose mostly 46.1 µM), inactives show top-dose growth rescue, usual class: activators. 410,000 tested, 0.063% active. AID 1347071, 2019; also: potency is read from the fitted curve at half-maximal effect; nearly all actives have a fitted effect of over 55% in size
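Growth rescue measured by 600 nm absorbance after 48 h yeast culture at 30 C with compound. Values normalized between DMSO and an equimolar ferric chloride plus clioquinol control.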
PLK1 PBD inh: qHTS for Inhibitors of PLK1-PDB (polo-like kinase 1 - polo-box domain): Primary Screen | Plk1 PBD binding of FITC phosphopeptide, fluorescence polarization | Potency, µM, for the others: max response, negative = inhibition, hits mostly inhibitors | 360,000 tested, 2.8% active | AID 720504, 2013; also: potency is read from the fitted curve at half-maximal effect; series mostly up to about 57 µM; % is scaled to controls: 0 for no effect and ±100 for the full control effect; nearly all actives have a fitted effect of over 65% in size
aSyn rescue: qHTS of alpha-syn Inhibitors. Yeast expressing alpha-synuclein, growth rescue, BacTiter-Glo, 24 h. Potency, µM (highest dose often 46.1 µM), for the others: top-dose growth rescue (activation), most hits filed as activators. 370,000 tested, 0.14% active; also: potency is read from the fitted curve at half-maximal effect; % of control where 0% means no effect; nearly all actives have a fitted effect of over 65% in size
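Rescue of yeast growth: cells expressing toxic alpha-synuclein, induced in galactose at OD600 0.02, incubated with compound 24 h at 30 C. ATP luminescence quantified growth; inhibitors of toxicity appear as activators.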
PI5P4K alpha inh: qHTS for Inhibitors of phosphatidylinositol 5-phosphate 4-kinase (PI5P4K); Phosphatidylinositol 5-phosphate 4-kinase type-2 alpha (Homo sapiens), P48426; PI5P4Kalpha enzyme, ADP-Glo luminescence, 60 min; hits give low values; max response, %; 330,000 tested, 1.2% active; active = max response of -50% or lower; inconclusive = between -30% and -50%; inactive = -30% or higher; also: value at the top dose of about 77 µM; % is scaled to controls: 0 for no effect and ±100 for the full control effect
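ADP-Glo luminescence end-point read after a 60 min room-temperature kinase reaction of PI5P4Kalpha plus substrate, initiated with ATP at 5 microM final. Buffer: 0.038 M HEPES pH 7.4, EGTA, 0.1% CHAPS, 5% DMSO.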
WRN inhibitor: qHTS for Inhibitors of WRN Helicase; Bifunctional 3'-5' exonuclease/ATP-dependent helicase WRN (Homo sapiens), Q14191; WRN helicase unwinding, fluorescent forked duplex, kinetic; 360,000 tested, 0.46% active; AID 651768, 2012; Potency, µM (doses to about 114 µM), for the others: top-dose activity change, negative = inhibition, usual class: inhibitors; also: potency is read from the fitted curve at half-maximal effect; % is scaled to controls: 0 for no effect and ±100 for the full control effect; nearly all actives have a fitted effect of over 55% in size
Target sequence (Q14191 whole entry, looked up): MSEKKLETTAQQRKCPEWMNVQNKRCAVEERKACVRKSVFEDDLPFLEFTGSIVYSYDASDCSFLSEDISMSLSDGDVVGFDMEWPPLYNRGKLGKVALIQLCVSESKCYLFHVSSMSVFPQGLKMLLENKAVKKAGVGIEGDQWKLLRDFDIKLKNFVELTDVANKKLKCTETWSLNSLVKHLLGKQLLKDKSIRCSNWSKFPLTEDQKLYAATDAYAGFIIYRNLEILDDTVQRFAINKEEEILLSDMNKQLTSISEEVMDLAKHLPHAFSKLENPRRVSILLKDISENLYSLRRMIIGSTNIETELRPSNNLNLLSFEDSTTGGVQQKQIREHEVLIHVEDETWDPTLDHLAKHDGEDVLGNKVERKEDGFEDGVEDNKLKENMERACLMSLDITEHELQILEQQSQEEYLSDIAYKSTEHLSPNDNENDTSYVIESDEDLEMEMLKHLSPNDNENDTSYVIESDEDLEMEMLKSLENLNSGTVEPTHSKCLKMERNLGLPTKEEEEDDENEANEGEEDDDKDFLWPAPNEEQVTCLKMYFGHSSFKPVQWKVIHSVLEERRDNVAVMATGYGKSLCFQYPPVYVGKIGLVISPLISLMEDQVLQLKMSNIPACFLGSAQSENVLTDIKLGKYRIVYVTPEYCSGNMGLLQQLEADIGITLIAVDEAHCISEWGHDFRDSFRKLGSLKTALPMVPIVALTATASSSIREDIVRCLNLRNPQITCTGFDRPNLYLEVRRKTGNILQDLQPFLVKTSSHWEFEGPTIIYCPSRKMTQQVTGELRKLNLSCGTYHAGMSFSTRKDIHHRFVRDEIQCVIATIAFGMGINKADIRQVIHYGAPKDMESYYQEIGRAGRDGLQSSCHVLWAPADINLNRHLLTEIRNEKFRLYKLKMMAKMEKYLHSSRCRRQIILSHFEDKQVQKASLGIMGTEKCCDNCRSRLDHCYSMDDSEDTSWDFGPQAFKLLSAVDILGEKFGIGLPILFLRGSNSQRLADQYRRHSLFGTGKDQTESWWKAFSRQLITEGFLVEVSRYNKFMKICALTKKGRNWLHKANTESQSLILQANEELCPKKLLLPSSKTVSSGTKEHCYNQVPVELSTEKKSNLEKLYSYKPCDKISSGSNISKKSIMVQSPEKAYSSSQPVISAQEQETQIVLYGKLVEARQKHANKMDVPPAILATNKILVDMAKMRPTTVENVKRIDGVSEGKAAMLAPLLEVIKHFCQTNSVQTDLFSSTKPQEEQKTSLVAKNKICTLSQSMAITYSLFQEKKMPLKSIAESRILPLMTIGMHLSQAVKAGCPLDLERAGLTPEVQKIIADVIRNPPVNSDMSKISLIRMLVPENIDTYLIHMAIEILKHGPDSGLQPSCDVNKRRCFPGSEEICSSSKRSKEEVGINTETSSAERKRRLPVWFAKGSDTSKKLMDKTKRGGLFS
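WRN at 20 nM final was preincubated with compound for 15 min at room temperature; reaction started with 100 nM forked duplex oligonucleotide carrying fluorophore and quencher plus 2 mM ATP (final). Unwinding followed kinetically by red fluorescence (ex 525/em 598 nm).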
EPAC1 ag: qHTS for Agonist of cAMP-regulated guanine nucleotide exchange factor 3 (EPAC1): primary screen | Rap guanine nucleotide exchange factor 3 (Homo sapiens), O95398 | EPAC1 agonist qHTS, biochemical assay; response scale: 100% = response to 6.5 mM cAMP | Potency, µM (doses to about 154 µM), without a hit: at the highest dose activation, most hits filed as activators | 360,000 tested, 0.073% active | AID 720707, 2013; also: potency is read from the fitted curve at half-maximal effect; nearly all actives have a fitted effect of over 60% in size
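Read-out is the fluorescence drop as BODIPY-GDP leaves Rap1B (480 nm excitation, 540 nm emission), recorded every 5 minutes over 30 minutes. Reactions held 100 nM EPAC1, 250 nM Rap1B–BODIPY-GDP and 50 uM GDP, with 6.5 mM cAMP setting full activation.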
* marks the source's active call; other numbers are inactive results; [ ] = dose if it differs, or a comment. Unless noted, calls follow the shape of the dose curve; as a rule, active = well fitted curve in the direction sought with a large enough effect; inconclusive = small, poorly fitted or top-dose-only effect, or another doubt; inactive = no such curve, though single readings can be large; an effect the other way counts as inactive or inconclusive.

`O=C(Cn1cnc2c(NCc3ccccc3)ncnc21)NCCN1CCOCC1` gave IL-2 act 0.2, FUS suppressor -13%, EPAC1 antagonist -12%, Abeta rescue -3%, PLK1 PBD inh -14%, aSyn rescue 0%, PI5P4K alpha inh 5, WRN inhibitor -8% and EPAC1 ag -11%.
Screening Cc1ccc([N+](=O)[O-])cc1NC(=O)c1ccc(C(C)(C)C)cc1 returned IL-2 act -1.6, FUS suppressor -2%, EPAC1 antagonist -19%, Abeta rescue 16%, PLK1 PBD inh -3%, aSyn rescue -13%, WRN inhibitor -10%[57.1 µM] and EPAC1 ag 14%.
Screening CC1CCCC(C)N1C(=O)COC(=O)C(Cc1ccccc1)NC(=O)c1cccs1 (stereo not given) returned IL-2 act -0.3, FUS suppressor -8%, EPAC1 antagonist -4%, Abeta rescue 1%, PLK1 PBD inh 0%, aSyn rescue -1%, PI5P4K alpha inh -8, WRN inhibitor 2% and EPAC1 ag 6%.
`O=C(CN(C(=O)c1cc2c(s1)CCC2)C1CCCC1)NCc1cccs1` gave IL-2 act -2.2, FUS suppressor 12%, EPAC1 antagonist 2%, Abeta rescue 6%, PLK1 PBD inh -1%, aSyn rescue 17%, WRN inhibitor -3%[57.1 µM] and EPAC1 ag -1%.
Screening Cc1nc(N/N=C\c2ccc3c(c2)OCO3)sc1C returned IL-2 act -0.1, FUS suppressor 20%, EPAC1 antagonist -10%, Abeta rescue inconclusive, PLK1 PBD inh -7%, aSyn rescue -21%, PI5P4K alpha inh 0, WRN inhibitor -3% and EPAC1 ag 13%.
`CCC(C)C(NC(=O)C1CCC(C)CC1)C(=O)NCCCN1CCCCC1CC` (stereo not given) gave IL-2 act 0.4, FUS suppressor -2%, EPAC1 antagonist -16%, Abeta rescue 7%, PLK1 PBD inh -9%, aSyn rescue -7%, PI5P4K alpha inh 3, WRN inhibitor -7% and EPAC1 ag 7%.
Screening Cc1cc(S(=O)(=O)Nc2cccnc2)c(C)s1 returned IL-2 act -2.4, FUS suppressor 27%, EPAC1 antagonist -25%, Abeta rescue -15%, PLK1 PBD inh -8%, aSyn rescue -4%, PI5P4K alpha inh 0, WRN inhibitor 7%[57.1 µM] and EPAC1 ag 10%.
O=C(COC(=O)c1ccc([N+](=O)[O-])cc1Cl)NC(=O)c1ccccc1 was read as IL-2 act 0.4, FUS suppressor -15%, EPAC1 antagonist -16%, Abeta rescue 10%, PLK1 PBD inh 1%, aSyn rescue 0%, PI5P4K alpha inh 2, WRN inhibitor 6% and EPAC1 ag -4%.
`COCCn1c(SCC(=O)N(C(C)C)C(C)C)nnc1-c1cc2ccccc2cc1O` gave IL-2 act -0.4, FUS suppressor 40%, EPAC1 antagonist -1%, Abeta rescue 10%, PLK1 PBD inh -2%, aSyn rescue -3%, WRN inhibitor 4% and EPAC1 ag 4%.
Cc1onc(-c2ccccc2)c1C(=O)Nc1ccc(C(=O)N2CCCCC2)cc1 was read as IL-2 act -0.3, FUS suppressor 26%, EPAC1 antagonist 14%, Abeta rescue -11%, PLK1 PBD inh -3%, aSyn rescue 1%, PI5P4K alpha inh 1, WRN inhibitor -6% and EPAC1 ag 9%.
Cc1cc(C)c(OCC(=O)NCC(C)(C)N2CCOCC2)c(C)c1 was read as IL-2 act 0.1, FUS suppressor -9%, EPAC1 antagonist -9%, Abeta rescue -5%, PLK1 PBD inh 3%, aSyn rescue -4%, PI5P4K alpha inh 0, WRN inhibitor 0% and EPAC1 ag 3%.
For COc1ccc(C(=O)Nc2cc(C(=O)c3ccccc3)c(C)oc2=O)cc1 the results were IL-2 act -2.3, FUS suppressor 24%, EPAC1 antagonist -12%, Abeta rescue -92%[inhibitor], PLK1 PBD inh -14%, aSyn rescue -73%[inhibitor], PI5P4K alpha inh -5, WRN inhibitor inconclusive and EPAC1 ag 14%.
Cc1ccc2c(c1)c1c3n2CCN(CC#N)C3CCC1 (stereo not given) was read as IL-2 act 0.3, FUS suppressor -3%, EPAC1 antagonist -19%, Abeta rescue -36%, PLK1 PBD inh -8%, aSyn rescue -6%, PI5P4K alpha inh 7, WRN inhibitor 5% and EPAC1 ag 0%.
For Cc1cc(C)cc(NC(=O)c2ccccc2CC[N+](=O)[O-])c1 the results were IL-2 act -0.1, FUS suppressor -19%, EPAC1 antagonist 6%, Abeta rescue -5%, PLK1 PBD inh -1%, aSyn rescue -3%, PI5P4K alpha inh 2, WRN inhibitor 3% and EPAC1 ag -2%.
`CCNC(=O)C1CCCN(C(=O)Cc2ccc3ccccc3c2)CC1` (stereo not given) gave IL-2 act 1.9, FUS suppressor -18%, EPAC1 antagonist -17%, Abeta rescue -7%, PLK1 PBD inh 0%, aSyn rescue 2%, PI5P4K alpha inh -3, WRN inhibitor -2% and EPAC1 ag -8%.
Screening COc1ccc(S(=O)(=O)N2CCN(C(=O)CCCN3C(=O)NC4(CCCC4)C3=O)CC2)cc1 returned IL-2 act 1.0, FUS suppressor 4%, EPAC1 antagonist 3%, Abeta rescue -6%, PLK1 PBD inh -3%, aSyn rescue 3%, PI5P4K alpha inh 4, WRN inhibitor -10% and EPAC1 ag 6%.
For COC(=O)c1sccc1NC(=S)N(C)C1CCCCC1 the results were IL-2 act 0.7, FUS suppressor 18%, EPAC1 antagonist -5%, Abeta rescue 5%, PLK1 PBD inh -2%, aSyn rescue -22%, PI5P4K alpha inh 0, WRN inhibitor -2% and EPAC1 ag 5%.
Screening NC(Cc1ccc(C(F)(F)F)cc1)c1csc(NC(=O)NCCc2ccccc2)n1 (stereo not given) returned IL-2 act -0.7, FUS suppressor 22µM*, EPAC1 antagonist -14%, Abeta rescue 21%, PLK1 PBD inh 0%, aSyn rescue -37%[inhibitor], PI5P4K alpha inh -3, WRN inhibitor -11% and EPAC1 ag -10%.
`CSS(=O)(=O)c1cccc2cccnc12` gave IL-2 act 0.2, FUS suppressor 8%, EPAC1 antagonist -16%, Abeta rescue 1%, PLK1 PBD inh 2.4µM*, aSyn rescue -9%, PI5P4K alpha inh -91*, WRN inhibitor 0% and EPAC1 ag 1%.
Screening NC(=O)CC(NC(=O)c1ccccc1)c1ccc(N2CCCCCC2)c([N+](=O)[O-])c1 (stereo not given) returned IL-2 act -2.1, FUS suppressor 11%, EPAC1 antagonist -12%, Abeta rescue -2%, PLK1 PBD inh inconclusive, aSyn rescue -3%, PI5P4K alpha inh -3, WRN inhibitor -4% and EPAC1 ag 7%.
`CC1(c2ccc3ccccc3c2)NC(=O)N(CC(=O)O)C1=O` (stereo not given) gave IL-2 act 0.2, FUS suppressor -9%, EPAC1 antagonist 4%, Abeta rescue -1%, PLK1 PBD inh 5%, aSyn rescue -7%, PI5P4K alpha inh 3, WRN inhibitor -10%[57.1 µM] and EPAC1 ag -9%.
Screening CCCn1nnnc1SCC(=O)N1C(C)CCCC1C (stereo not given) returned IL-2 act -1.0, FUS suppressor 1%, EPAC1 antagonist 3%, Abeta rescue -8%, PLK1 PBD inh -9%, aSyn rescue -1%, PI5P4K alpha inh 0, WRN inhibitor -35% and EPAC1 ag 4%.
CCOc1ccc(NC(=O)NCc2ccco2)cc1 was read as IL-2 act -0.2, FUS suppressor -16%, EPAC1 antagonist 11%, Abeta rescue -3%, PLK1 PBD inh 1%, aSyn rescue -1%, PI5P4K alpha inh 0, WRN inhibitor -2% and EPAC1 ag 3%.
O=C(COc1ccc2oc3c(c2c1)CCCC3)Nc1ccccn1 was read as IL-2 act 2.6, FUS suppressor -12%, EPAC1 antagonist 4%, Abeta rescue 4%, PLK1 PBD inh -13%, aSyn rescue -19%, PI5P4K alpha inh -4, WRN inhibitor 9% and EPAC1 ag -5%.
COc1cccc(Nc2c3c(nc4c(-c5ccccc5)c(C)nn24)CCC3)c1 was read as IL-2 act 0.9, EPAC1 antagonist -2%, Abeta rescue -38%[inhibitor], PLK1 PBD inh -5%, aSyn rescue 0%, PI5P4K alpha inh 10, WRN inhibitor -5% and EPAC1 ag 13%.
For Cn1c(=O)c(C(=O)CN2CCCCC2)c(N)n(Cc2ccccc2)c1=O the results were IL-2 act -0.7, FUS suppressor 2%, EPAC1 antagonist 14%, Abeta rescue -4%, PLK1 PBD inh 7%, aSyn rescue 5%, PI5P4K alpha inh -4, WRN inhibitor -4% and EPAC1 ag -3%.
Screening CNS(=O)(=O)c1cccc(C(=O)OCC(=O)c2ccc3[nH]c(=O)[nH]c3c2)c1 returned IL-2 act -2.8, EPAC1 antagonist -11%, Abeta rescue -7%, PLK1 PBD inh -18%, aSyn rescue -3%, PI5P4K alpha inh inconclusive, WRN inhibitor inconclusive and EPAC1 ag 7%.
For OCCCC1CCCN(Cc2cn[nH]c2-c2ccc(F)cc2F)C1 (stereo not given) the results were IL-2 act 1.3, FUS suppressor 1%, EPAC1 antagonist -2%, Abeta rescue -2%, PLK1 PBD inh -13%, aSyn rescue -9%, PI5P4K alpha inh 2, WRN inhibitor -3% and EPAC1 ag 12%.

Quoted from the listing for reference:
For Cn1c(=O)c(C(=O)CN2CCCCC2)c(N)n(Cc2ccccc2)c1=O the results were IL-2 act -0.7, FUS suppressor 2%, EPAC1 antagonist 14%, Abeta rescue -4%, PLK1 PBD inh 7%, aSyn rescue 5%, PI5P4K alpha inh -4, WRN inhibitor -4% and EPAC1 ag -3%.
Screening CNS(=O)(=O)c1cccc(C(=O)OCC(=O)c2ccc3[nH]c(=O)[nH]c3c2)c1 returned IL-2 act -2.8, EPAC1 antagonist -11%, Abeta rescue -7%, PLK1 PBD inh -18%, aSyn rescue -3%, PI5P4K alpha inh inconclusive, WRN inhibitor inconclusive and EPAC1 ag 7%.
